H9c2 protect = myocardial damage modulation in H9c2 cells; H9c2 cardiomyocytes, H2O2 injury protection, ATPLite, 2 h; protection from H2O2 cell death, % at 20 µM; 0.63% of 360,000 active;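 active means compounds giving at least 50% protection of heart cells from peroxide-induced death in the single-dose screen, raw or plate-pattern-corrected value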;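 further: 0% = DMSO wells with peroxide and 100% = DMSO wells without peroxide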
NCOA2 inhibitor = human SRC2 (NCOA2) inhibition. 0.17% of 370,000 active. Q15596. HEK293 GAL4-SRC2 luciferase reporter, luminescence. inhibition, % at 9 µM. AID 651957;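 active means inhibition above the mean inhibition of all tested compounds plus 3 SD, set per campaign, cut at about 52% in these data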;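 further: 0% = DMSO treated cells and 100% = cells given Gossypol at 36 µM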
MC4R antag cAMP = antagonists of human melanocortin 4 receptor (MC4R) | 0.48% of 360,000 active | MC4R-expressing cells, MTII-stimulated cAMP, LANCE TR-FRET | P32245 | AID 540295 | inhibition, % at 6.5 µM;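 active means inhibition above its plate's cutoff, the mean of tested wells on that plate plus 3 SD, cut at about 29% in these data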;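 further: 0% = Melanotan II alone and 100% = Melanotan II plus saturating MCL0020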
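Material – human MC4R-expressing U2OS cells · Repeats – no replicates · Detection – TR-FRET with Eu-cAMP and labeled anti-cAMP, 671 nm · Times – compound 30 min, challenge 1 h, detection 1 h · Compound – single nominal compound dose of 6.5 µM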
TLR9-MyD88 block = blocks human TLR9 binding to MyD88; AID 504734; Q9NR96+Q99836; CHO BLA complementation TLR9-MyD88, CCF4 FRET ratio; inhibition, % at 4.98 µM; 0.21% of 340,000 active;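 active means inhibition above the mean over all tested compounds plus 3 SD, cut at about 21% in these data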;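 further: 0% = DMSO only wells and 100% = clavulanate BLA inhibitor control wells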
MC4R barr agon = activates human MC4R beta-arrestin recruitment | AID 540308 | U2OS MC4R beta-arrestin complementation, luminescence; percent of melanotan II response, DMSO zero | 0.98% of 360,000 active | activation, % at 8.9 µM | P32245;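 active means activation above a per-plate cutoff, the mean activation of sample wells on that plate plus 3 SD, cut at about 8% in these data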
ABCB6 inh MLPCN = blocks the human ABCB6 transporter | Q9NP58 | K562-ABCB6 porphyrin accumulation, flow cytometry, 1 h; hits give low values | fluorescence ratio to DMSO, % at 10 µM | 0.19% of 360,000 active | AID 602162;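 active means fluorescence ratio to DMSO below 75%, the collection mean minus 3 SD; inconclusive means too few cells collected in the well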;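 further: signal is porphyrin accumulated inside mitochondria; 100% equals median channel fluorescence of DMSO control wells; lower ratio means ABCB6 inhibition with less porphyrin fluorescence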
ABHD5-PLIN5 inh = blocks binding of human ABHD5 to perilipin-5; Split G. princeps luciferase complementation, luminescence, 4 h; inhibition, % at 4 µM; 0.78% of 360,000 active;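 active means inhibition above the mean inhibition across every tested compound plus 3 SD, cut at about 22% in these data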;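 further: 0% = DMSO only wells and the 100% control is not disclosed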
N-glyco inh = blocks N-linked glycosylation in D54 reporter cells; D54 ERlucT glycosylation luciferase reporter, 24 h; percent of 100 nM tunicamycin response; reporter increase, % at 12.5 µM; 0.23% of 360,000 active; AID 588692;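 active means mean luciferase reporter signal, scaled so untreated is 0 and the glycosylation-blocking control 100, at or above a set limit in every replicate; inconclusive means mean reaches the limit but not every replicate does; inactive means mean below the limit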;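 further: luciferase carries N-glycosylation sites so blocking glycosylation raises the light; 0% = median of neutral control wells and 100% = median of 100 nM tunicamycin wells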
HTR2A ag = mouse HTR2A agonism via beta-arrestin recruitment. P35363. CHO-K1 mHTR2A beta-arrestin complementation, luminescence; percent of 30 µM serotonin response. activation, % at 7.6 µM. 0.66% of 360,000 active. AID 624169;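 active means activation above a run cutoff, the mean activation of all tested compounds plus 3 SD, cut at about 14% in these data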;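 further: 0% = plate median of compound wells and 100% = 30 µM serotonin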
NOD2-RIPK2 inh = NOD2-RIPK2 protein interaction inhibition; O43353; CHO BLA complementation NOD2-RIPK2, CCF4 ratio; inhibition, % at 4.98 µM; 0.38% of 360,000 active; in the data active means inhibition above about 21%;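 further: 0% = vehicle only and 100% = reference blocker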
* hit, by the source's call; ? = inconclusive; / = no result given.

SMILES	H9c2 protect	NCOA2 inhibitor	MC4R antag cAMP	TLR9-MyD88 block	MC4R barr agon	ABCB6 inh MLPCN	ABHD5-PLIN5 inh	N-glyco inh	HTR2A ag	NOD2-RIPK2 inh
O=C(COC(=O)CN1C(=O)NC2(CCCC2)C1=O)NCc1ccc(Cl)cc1Cl	2	-11	15	-12	-0.3	99	13	-1	-3	-12
CCCCc1nc(SCC(=O)N2CCOCC2)c2c(=O)n(C)c(=O)n(C)c2n1	14	0	4	-14	-0.7	94	5	-1	14	-10
O=c1c2ccccc2sn1-c1ccccc1F	-32	-32	0	-2	-0.1	105	-19	-3	-1	-7
Cc1nnc(SCC(=O)c2ccc(S(=O)(=O)N3CCOCC3)cc2)n1-c1ccccc1	4	-18	2	9	-1.8	100	0	0	-2	1
COc1ccc(C)cc1NC(C)C(=O)NC(=O)NC1CCCCC1 (stereo not given)	-2	5	-3	4	0.4	97	3	1	-1	-1
CC(=O)c1ccc(OC(C)C)c(CC(C(N)=O)C(N)=O)c1	5	-3	5	-10	2.4	99	-6	1	3	-5
CCOC(=O)C1(Cc2ccc(Cl)cc2)CCN(C(C)Cc2ccc(O)c(OC)c2)CC1 (stereo not given)	-13	34	-3	-8	-0.8	90	0	-1	-6	9
COC(=O)C(=O)/C=C(\O)c1c(C)cc(C)cc1C	3	13	5	8	-0.2	101	12	-1	9	-2
O=C(NCc1ccccc1F)C1CCCN(c2cnccn2)C1 (stereo not given)	-4	-6	11	-3	0.0	100	3	2	6	-6
CCCCS(=O)(=O)c1sc2nc3c(cc2c1N)CCCC3	-18	-23	-3	7	0.7	97	-1	0	2	5
O=C(CCc1nnc2ccc(NCc3ccc(F)cc3)nn12)NC1CCCC1	-1	-7	1	-17	-3.2	97	-6	6	-1	-12
CN1CCN(C2=Cc3ccccc3Sc3cc(F)c(F)cc32)CC1	22	8	7	-2	1.9	93	13	-1	-4	6
Clc1ccc(C=NNc2ccccn2)c(Cl)c1	-4	-9	1	8	-1.0	93	0	-3	4	-18
COc1ccc(OC)c(NC(=O)CNC(=O)Cn2ccc3ccccc3c2=O)c1	-10	-5	3	1	0.2	103	-2	1	1	1
O=C(c1cccc(S(=O)(=O)Nc2ccc(F)cc2)c1)N1CCCC1	-6	1	-3	-2	0.1	89	4	2	-6	-13
COc1ccc(/C=N/NC(=O)C(C)N(c2ccc(OC)cc2)S(C)(=O)=O)cc1 (stereo not given)	5	17	0	-4	-2.7	100	-3	-2	-1	-11
O=C1CCCN1CCCNS(=O)(=O)c1ccccc1	6	2	16	3	-4.5	100	-1	1	-3	-2
O=C(COc1ccc2ccc(=O)oc2c1)Nc1cc([N+](=O)[O-])ccc1F	1	-4	-3	-7	-2.3	97	1	2	-1	7
CC1=C(C(=O)OC2CCCCC2)C(c2cccnc2)n2nnnc2N1 (stereo not given)	-5	-11	4	1	0.2	100	-3	0	9	-14
CSc1cccc(NC(=O)C2C3C=CC4(O3)C2C(=O)N(CCN2CCOCC2)C4C(=O)NC2CCCCC2)c1 (stereo not given)	0	-10	16	8	-1.7	95	-2	1	-10	1
Cc1ccc(NC(=O)CCc2c(C)nn(-c3ccc(N4CCCCC4)nn3)c2C)cc1C	-2	1	5	3	-1.6	106	2	-2	0	-4
CCOC(=O)c1cc(-c2ccccc2)sc1NC(=O)COC	-2	7	4	3	-1.8	101	-3	0	6	-10
Cc1nnn(C23CC4CC(CC(CC(=O)Nc5ccc(C)c(Cl)c5)(C4)C2)C3)n1	-6	5	10	-6	2.1	101	0	-3	-1	-8
CCc1cccc(CC)c1NC(=S)NCc1ccc2c(c1)OCO2	-7	17	5	-5	-1.4	96	-5	-7	0	1
COc1ccc(CC(=O)Nc2cccc(SC)c2)cc1	8	3	4	-8	-0.7	95	3	0	-1	-7
CCn1cnc2c1c(=O)n(Cc1csc(-c3ccccc3)n1)c(=O)n2Cc1ccccc1	-2	4	2	7	-1.3	99	5	2	-4	6
Cc1cccc(C)c1OCc1cc(C(=O)N2CCN(c3ccccn3)CC2)no1	1	-40	20	-7	1.6	97	0	-1	2	2
COC(=O)Cn1c2ccccc2c(=O)n1C(C)CBr (stereo not given)	/	13	/	/	/	193	-2	/	1	-2
Cn1c(SCC(=O)NCC2CCCO2)nnc1-c1ccco1 (stereo not given)	-5	3	8	5	-1.5	98	4	2	0	1
O=C(O)COc1ccc(/C=N/NC(=O)c2cccc3ccccc23)cc1	-3	-24	9	-7	-0.8	183	-3	-2	-3	3
CN(C)c1cccc(C(=O)NCCCSc2ccccc2)c1	-6	-19	0	1	-3.9	101	9	-1	-4	-8
CNc1ccccc1C(C)(C)c1ccn[nH]1	8	-13	5	0	-0.6	106	-6	1	-4	-2
Cc1cccc(-n2nnnc2SCC(=O)NCC2CCCO2)c1 (stereo not given)	5	1	4	-2	1.0	98	1	1	4	-11
Cn1nccc1NC(=O)Nc1ccc(Cl)cc1	-3	-4	-4	-4	0.2	98	4	-1	-5	-13
CC(=O)OC1CCC2(C)C3CCC4(C)C(C(C)=O)CCC4C3CC3OC32C1 (stereo not given)	9	-9	2	-4	-0.9	99	2	-2	-2	-17
NC(=S)NN=C(Cc1ccccc1)Cc1ccccc1	-13	19	1	8	-4.3	101	-5	0	-2	-2
COC(C[C@@H](O)[C@H](C)[C@H](O)COCc1ccccc1)OC	2	4	1	0	-2.3	91	-4	2	-2	0
COc1ccc(Cn2c(O)cc(=O)[nH]c2=O)cc1	6	0	1	-4	-2.3	85	-19	1	-12	1
C=CCn1c(SCc2c(C)noc2C)nc2ccccc2c1=O	-5	7	-22	6	-2.4	102	3	?	-4	9
CC(=O)Nc1ccc(NC(=O)C/C(C)=N/NC(=O)C(=O)N2CCCC2)cc1	-4	-14	3	6	-0.8	94	-4	-1	0	-4

Quoted from above (3 entries):
SMILES	H9c2 protect	NCOA2 inhibitor	MC4R antag cAMP	TLR9-MyD88 block	MC4R barr agon	ABCB6 inh MLPCN	ABHD5-PLIN5 inh	N-glyco inh	HTR2A ag	NOD2-RIPK2 inh
Cn1c(SCC(=O)NCC2CCCO2)nnc1-c1ccco1 (stereo not given)	-5	3	8	5	-1.5	98	4	2	0	1
O=C(O)COc1ccc(/C=N/NC(=O)c2cccc3ccccc23)cc1	-3	-24	9	-7	-0.8	183	-3	-2	-3	3
CN(C)c1cccc(C(=O)NCCCSc2ccccc2)c1	-6	-19	0	1	-3.9	101	9	-1	-4	-8

(continued)
SMILES	H9c2 protect	NCOA2 inhibitor	MC4R antag cAMP	TLR9-MyD88 block	MC4R barr agon	ABCB6 inh MLPCN	ABHD5-PLIN5 inh	N-glyco inh	HTR2A ag	NOD2-RIPK2 inh
C=C(C)c1cccc(C(C)(C)NC(=O)N2CCC(C(N)=O)CC2)c1	9	15	5	-3	2.5	104	5	1	4	-20
CC(C)(c1ccccc1)c1ccc(OCCCNCCO)cc1	-17	2	-2	3	-0.5	98	11	-8	-8	-9
CCNC(=O)C(=O)N1CCC2(CC1)OCCN2S(=O)(=O)c1ccc(C)cc1	-5	-22	4	3	1.3	99	11	1	-5	-5
O=C(N/N=C/c1sc2ccccc2c1O)c1cccc2ccccc12	48	16	0	17	-3.6	105	-5	-11	-1	14
CCC(C)c1c(N)n(S(=O)(=O)c2ccc(C)cc2)oc1=O (stereo not given)	0	2	3	-5	-2.0	96	1	-1	3	-1
Cc1cccc(NS(=O)(=O)c2ccc(C)c(C(=O)OCC(=O)Nc3cc(C)on3)c2)c1	-2	-14	17	-1	0.6	95	1	-9	-3	17
CC(=O)CCc1oc2ccc(C)cc2c1Cc1ccccc1	-6	5	1	-10	0.6	104	0	-4	1	-6
CCN(CC)C(=O)c1sc(NC(=S)N2CCN(C(=O)C3CCCO3)CC2)c(C(=O)OC)c1C (stereo not given)	4	4	5	6	-3.5	90	2	1	-3	-3
O=C(NCC(c1cccnc1)N1CCOCC1)c1ccco1 (stereo not given)	-6	-25	17	-4	-3.2	99	4	1	-2	2
COc1cccc(/C=N/NC(=O)CCCC(=O)Nc2ccc(Br)cc2)c1	-4	-5	7	-4	-2.8	99	-1	0	-4	6
CCn1c(C(C)NC(=O)c2ccc(C)cc2)n[nH]c1=S (stereo not given)	6	6	-4	7	-1.0	107	-5	2	1	-4
CCOC(=O)N1CCC(NC(=O)C2=C(C)C(=O)OC23CCC(C)CC3)CC1 (stereo not given)	8	8	-1	4	0.3	97	-3	0	1	3
OCCNCc1cc(Br)ccc1OCc1ccc(Cl)cc1	-8	-1	-3	-5	3.9	100	2	0	-8	-4
COc1ccc(C(=O)C2CCCN(C(=O)c3ccc(OC)o3)C2)c(C)c1 (stereo not given)	9	-13	14	0	-3.3	101	2	-2	5	-5
CCc1nc2ccc(C(=O)NCCc3ccccn3)cn2c1N(C)Cc1cccs1	22	14	2	/	-1.1	93	-3	-1	-7	6
COc1ccc(Nc2ncnc3sccc23)cc1	-2	-17	-9	7	1.5	104	0	-5	3	-13
Cc1ccc([C@@H]2[C@@H]3C(=O)N(C)C(=O)[C@@H]3[C@]3(C)C(=O)N(Cc4ccccc4)CC(=O)N23)o1	4	-6	5	-12	1.9	96	10	-1	2	1
COc1ccc(CC(=O)N/N=C(\C)CC(=O)Nc2cccc(F)c2)cc1	-2	6	-3	6	0.2	95	7	-1	-12	5
CN1CCCc2cc(C#N)c(=O)[nH]c21	-3	-8	5	-5	-0.3	89	-2	3	-2	2
CCC(=O)Nc1ccc(C(=O)Nc2ccc(OC)cc2[N+](=O)[O-])cc1	7	-6	12	-2	0.9	92	-1	3	1	-1
Cc1cccc(C(=O)OCC(=O)Nc2c(C)n(C)n(-c3ccccc3)c2=O)c1O	8	-18	6	-8	-0.4	92	-3	0	-1	2
CCCn1c(SCC(=O)Nc2sc(C)c(C)c2C(=O)OCC)nc2c1c(=O)n(C)c(=O)n2C	7	0	11	-2	-1.3	96	-4	2	1	2
CC(C)(C)c1ccc(C(=O)NCCC(=O)NNC(=O)COc2ccccc2F)cc1	0	17	10	3	-1.9	102	5	-1	-7	-1
O=C(CCCn1cc([N+](=O)[O-])cn1)Nc1ccc2c(c1)OCO2	2	0	8	-3	-1.1	99	-7	0	4	6
COCCNC(=O)/C=C/c1c(Cl)cccc1Cl	2	-31	-2	0	0.0	100	2	0	7	-4
COc1cccc(C(=O)NCCS(=O)(=O)N2CCCCC2)c1	-1	-21	3	-1	-4.1	101	5	-1	-3	5
O=C(CNC(=O)c1cccc([N+](=O)[O-])c1)OCCCC(=O)c1ccc(F)cc1	-17	22	3	-1	-0.6	89	0	1	-5	26*
COc1ccc(CCCc2nnc(SCC(=O)Nc3ccc(OC)cc3)o2)cc1	-4	0	9	1	0.2	98	-3	-2	4	-8
COc1cc(/C=N/NC(=S)NCCc2ccccc2)cc(OC)c1OC	-5	-1	7	-21	-1.2	90	-11	0	-2	-3
O=C(O)[C@@H](O)c1ccccc1	-1	-10	9	3	-0.3	104	-2	0	-1	-4

Source: PubChem (several laboratories)

Some of the compounds tested (hit frequency here may not be typical).
